HCV inh = inhibitors of hepatitis C virus infection; Huh7.5.1 HCVcc-Cre infection, luciferase reporter, 44 h; Potency, µM (doses to about 41.8 µM), for inactives: at the highest dose activity change, negative = inhibition, most hits filed as inhibitors; 340,000 compounds, 3.4% hits; AID 651820; also: potency is read from the fitted curve at half-maximal effect
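Infectious HCV cell culture screen: compound-treated cells (1,000/well, pre-plated 4 h) are infected with HCVcc-Cre at roughly 0.5 moi and grown 44 h. Infection is quantified by luciferase signal after 15 min substrate incubation at room temperature.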
HCMV inh = inhibitors of human cytomegalovirus; HFF cells, HCMV-luciferase reporter, 72 h; hits give low values; activity change, negative = inhibition, % at 57.5 µM; 410,000 compounds, 4.5% hits; in the data active = activity change below about -60%; inconclusive = no clear call, values can overlap the other calls; inactive = above about -39%
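Screen run at 2 compound doses on HFFs infected with reporter HCMV, MOI 1 PFU/cell. Luciferase activity from cell lysates at 72 h post infection gave inhibition relative to buffer-only and Salinomycin wells.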
AmpC inh detg = blocks E. coli AmpC beta-lactamase in detergent assay; P00811; AmpC hydrolysis of nitrocefin, absorbance 480 nm, 0.01% Triton; Potency, µM (top dose mostly 114 µM), without a hit: at the top dose activity change, negative = inhibition, usual class: inhibitors; 370,000 compounds, 0.041% hits; AID 485294;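 also: potency is read from the fitted curve at half-maximal effect; 0% = no-compound wells and -100% = no-enzyme wells; nearly all actives have a fitted effect of over 25% in size; some results filed as inactive show a strong effect at the top dose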
Target sequence (P00811 whole entry, looked up): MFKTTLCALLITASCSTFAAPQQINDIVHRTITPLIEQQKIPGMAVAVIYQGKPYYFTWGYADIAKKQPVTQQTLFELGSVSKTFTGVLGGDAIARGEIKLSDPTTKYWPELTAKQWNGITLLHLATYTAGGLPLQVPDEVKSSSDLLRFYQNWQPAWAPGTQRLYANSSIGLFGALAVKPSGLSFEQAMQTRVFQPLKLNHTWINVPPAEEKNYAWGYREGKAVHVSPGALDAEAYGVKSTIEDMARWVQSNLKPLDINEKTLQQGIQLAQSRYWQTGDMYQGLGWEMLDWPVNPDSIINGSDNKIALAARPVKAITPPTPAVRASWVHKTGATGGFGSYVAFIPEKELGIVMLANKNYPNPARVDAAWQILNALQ
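20 mM phosphate pH 7.0 + 0.01% (detergent screen) or 0.0001% Triton X-100; 5.3 nM AmpC reagent; cpd preinc 15 min RT; nitrocefin (800 uM stock) to start; A480 q20 s × 4 min; Activity was normalised to no-enzyme and no-compound control wells.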
AmpC inh no detg = blocks E. coli AmpC beta-lactamase in detergent-free assay; Potency, µM (top dose mostly 57.1 µM), for the others: at the top dose activity change, negative = inhibition, most hits filed as inhibitors; AmpC nitrocefin hydrolysis, absorbance 480 nm, 0.0001% Triton; P00811; 330,000 compounds, 0.52% hits; AID 485341;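 also: potency is read from the fitted curve at half-maximal effect; plate controls were no compound for no effect and no enzyme for full effect; nearly all actives have a fitted effect of over 20% in size; some results filed as inactive show a strong effect at the top dose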
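AmpC (5.3 nM in the dispensed reagent) in 20 mM phosphate pH 7.0 with 0.01% (detergent screen) or 0.0001% Triton X-100 was preincubated with compounds for 15 min at room temperature. Nitrocefin was then added from an 800 uM solution, and hydrolysis was followed at 480 nm.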
Giardia FBPA inh = inhibitors of Giardia lamblia fructose-1,6-bisphosphate aldolase; A8B2U2; purified Giardia FBPA; Potency, µM (top dose mostly 59.6 µM), inactives show top-dose activity, negative = inhibition, actives largely listed as inhibitors; 290,000 compounds, 0.71% hits; also: potency is read from the fitted curve at half-maximal effect; nearly all actives have a fitted effect of over 55% in size
Target sequence (A8B2U2 whole entry, looked up): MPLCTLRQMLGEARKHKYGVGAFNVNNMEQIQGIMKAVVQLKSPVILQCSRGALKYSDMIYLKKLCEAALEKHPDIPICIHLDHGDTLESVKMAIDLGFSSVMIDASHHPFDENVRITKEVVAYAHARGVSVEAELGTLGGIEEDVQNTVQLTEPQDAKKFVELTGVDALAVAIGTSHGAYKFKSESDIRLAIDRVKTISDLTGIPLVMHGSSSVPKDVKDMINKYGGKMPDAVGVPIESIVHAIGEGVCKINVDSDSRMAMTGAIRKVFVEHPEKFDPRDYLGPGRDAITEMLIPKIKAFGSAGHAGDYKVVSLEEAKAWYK
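40 nM FBPA preincubated 10 min at RT with compound (up to 57.5 uM final), then substrate plus GAPDH/TPI/NAD/arsenate coupling and diaphorase/resazurin added. Fluorescence read after 20 min at RT, 525/598 nm.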
Sm TGR inh = S. mansoni TGR enzyme inhibition; 360,000 compounds, 3% hits; Q962Y6; purified TGR, DTNB reduction, TNB absorbance 405 nm; Potency, µM (top dose mostly 114 µM), without a hit: top-dose activity change, negative = inhibition, hits mostly inhibitors; AID 485364; also: potency is read from the fitted curve at half-maximal effect; nearly all actives have a fitted effect of over 60% in size
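Kinetic colorimetric format: TGR-catalysed, NADPH-driven DTNB reduction monitored via TNB absorbance. Enzyme dispensed at 20 nM; compound exposure 15 min at room temperature before reaction start.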
* = called active by the depositor; [ ] = remark or other dose. Unless noted, calls follow the shape of the dose curve; as a rule, active = well fitted curve in the direction sought with a large enough effect; inconclusive = small, poorly fitted or top-dose-only effect, or another doubt; inactive = no such curve, though single readings can be large; an effect the other way counts as inactive or inconclusive. Unless noted, % is scaled to controls: 0 for no effect and ±100 for the full control effect.

Cc1ccc(CNC(=O)CN2C(=O)CSc3ccc(S(=O)(=O)N4CCCC4)cc32)cc1 was read as HCMV inh -30.8, AmpC inh detg 12.6% and Sm TGR inh -0.4%.
For O=C(COC(=O)Cc1ccc(Cl)cc1)Nc1ccccc1F the results were HCV inh 9.2%, HCMV inh -35.6, AmpC inh detg -1.5%, AmpC inh no detg -56.1%, Giardia FBPA inh -1.1% and Sm TGR inh -0.6%.
Screening Cc1cc(S(=O)(=O)N2CCCCCC2)c(Cl)cc1Cl returned HCV inh -1.3%, HCMV inh inconclusive, AmpC inh detg -7.5%, AmpC inh no detg -23.0%, Giardia FBPA inh 0.3% and Sm TGR inh 4.2%.
CC(NCc1ccc(F)cc1)C(=O)NC1CCCCC1 (centres undefined) was read as HCV inh 12.4%, HCMV inh -36.9, AmpC inh detg 0.8%, AmpC inh no detg -2.0%, Giardia FBPA inh -7.4% and Sm TGR inh -8.0%.
For O=C(COC(=O)c1cc(=O)[nH]c(=O)[nH]1)Nc1cccc(S(=O)(=O)N2CCCCC2)c1 the results were HCV inh 24.5%, HCMV inh 12.5, AmpC inh detg -10.8%, AmpC inh no detg -20.2%, Giardia FBPA inh -8.0% and Sm TGR inh -7.3%.
`CC1=C(C(=O)Nc2ccc(C)cn2)C(c2cnn(C)c2)C2=C(CCCC2=O)N1` (centres undefined) gave HCV inh 13.1%, HCMV inh 11.7, AmpC inh detg -11.4%, AmpC inh no detg -7.6%, Giardia FBPA inh -0.1% and Sm TGR inh 1.9%.
CCOc1ccc(/C=C/C(=O)Nc2ccccc2C(F)(F)F)cc1 was read as HCV inh -0.3%, HCMV inh 24.7, AmpC inh detg -14.7%, AmpC inh no detg -14.3%, Giardia FBPA inh 0.9% and Sm TGR inh 3.1%.
Cc1cc(C)cc(OCC(=O)NNC(=O)CN2C(=O)c3ccccc3C2=O)c1 was read as HCV inh 7.4%, HCMV inh 0.7, AmpC inh detg inconclusive, AmpC inh no detg -21.2%, Giardia FBPA inh 0.3% and Sm TGR inh -2.8%.
For O=C(Cc1ccc(F)cc1)Nc1ccc2[nH]ncc2c1 the results were HCV inh -1.6%, HCMV inh 85.0, AmpC inh detg -13.2%, AmpC inh no detg -13.0%, Giardia FBPA inh 0.3% and Sm TGR inh -23.4%.
Screening COc1cc(OC)c(N(C)S(=O)(=O)c2cccc(C(=O)OCC(=O)c3c[nH]c4ccccc34)c2)cc1Cl returned HCV inh inconclusive, HCMV inh inconclusive, AmpC inh detg inconclusive, AmpC inh no detg 3.98µM*, Giardia FBPA inh -13.0% and Sm TGR inh 5.8%.
`Clc1ccc(/C=N/NC2=Nc3cccc4cccc2c34)cc1` gave HCV inh 7.2%, HCMV inh 57.5, AmpC inh detg -0.6%, AmpC inh no detg -10.2%, Giardia FBPA inh -3.6% and Sm TGR inh -0.4%.
O=C(NC(=S)Nc1cccc(Cl)c1N1CCCCC1)c1ccco1 was read as HCV inh inconclusive, HCMV inh -31.9, AmpC inh detg 6.9%, AmpC inh no detg -26.0%, Giardia FBPA inh -9.1% and Sm TGR inh 10.5%.
Screening COc1ccccc1C(=O)C1CCCN(C(=O)c2cc(C(C)C)no2)C1 (centres undefined) returned HCV inh -12.5%, HCMV inh -22.0, AmpC inh detg 6.0%, AmpC inh no detg -2.0%, Giardia FBPA inh 3.3% and Sm TGR inh 0.0%.
Screening CC(=O)N1CCCc2ccc(NS(=O)(=O)c3cccc(Cl)c3)cc21 returned HCMV inh inconclusive, AmpC inh detg 13.1% and Sm TGR inh -1.7%.
For COc1ccc(C(=O)NCC(=O)N/N=C/c2cccnc2)cc1OC the results were HCV inh 15.1%, HCMV inh -15.5, AmpC inh detg -6.3%, AmpC inh no detg -12.7%, Giardia FBPA inh -2.4% and Sm TGR inh -6.0%.
For CCOC(=O)c1ccccc1NC(=O)CC(C)CC(=O)O (centres undefined) the results were HCV inh 5.7%, HCMV inh -0.9, AmpC inh detg inconclusive, AmpC inh no detg 0.2%, Giardia FBPA inh 8.6% and Sm TGR inh 6.4%.
`CN1CCc2ccccc2C1Cc1ccccc1NC(=O)c1sc2ccccc2c1Cl` (centres undefined) gave HCV inh 14.1µM*, HCMV inh 51.7, AmpC inh detg -8.9%, AmpC inh no detg -10.0%, Giardia FBPA inh -16.4% and Sm TGR inh 5.0%.
Screening O=C(NNC(=O)C1CCCO1)c1ccc([N+](=O)[O-])cc1 (centres undefined) returned HCV inh 2.3%, HCMV inh -13.0, AmpC inh detg 5.8%, AmpC inh no detg -6.7%, Giardia FBPA inh 1.4% and Sm TGR inh 11.0%.
For Cc1ccnc2nc(NC(=O)c3ccco3)nn12 the results were HCV inh 18.8%, HCMV inh 12.5, AmpC inh detg -11.5%, AmpC inh no detg -12.3%, Giardia FBPA inh -11.0% and Sm TGR inh -0.7%.
Screening Cc1ccc(S(=O)(=O)NC(=O)Nc2nnc(C)s2)cc1 returned HCV inh 11.9%, HCMV inh 34.6, AmpC inh detg 1.9%, AmpC inh no detg 0.398µM*, Giardia FBPA inh 3.8% and Sm TGR inh -1.7%.
Screening O=C(CN1C(=O)NC2(CCCCC2)C1=O)NCCC1=CCCCC1 returned HCV inh 5.2%, HCMV inh 15.7, AmpC inh detg inconclusive, AmpC inh no detg -12.1%, Giardia FBPA inh 1.6% and Sm TGR inh -30.8%.
For N#CCc1ccc(OC(=O)Nc2ccccc2)cc1 the results were HCV inh 17.2%, HCMV inh -10.1, AmpC inh detg -17.4%, AmpC inh no detg -12.5%, Giardia FBPA inh -0.1% and Sm TGR inh 1.1%.
COc1cc(NC(=O)c2cccs2)c(OC)cc1NC(=O)c1ccco1 was read as HCV inh inconclusive, HCMV inh -1.2, AmpC inh detg 3.4%, AmpC inh no detg 0.8%, Giardia FBPA inh -22.1% and Sm TGR inh -0.7%.
For O=C(Nc1nnc(-c2ccccc2Cl)o1)c1cc2cc([N+](=O)[O-])ccc2s1 the results were HCV inh -1.1%, AmpC inh detg 1.5%, AmpC inh no detg -22.3%, Giardia FBPA inh 6.8% and Sm TGR inh 3.0%.
Screening C[C@@H](C(=O)Nc1ccc2ccccc2c1)[C@@H]1C[C@@]1(C)[C@@H](N)c1ccccc1 returned HCV inh -10.4%, HCMV inh 15.7 and Giardia FBPA inh 5.0%.
`CN(CC(=O)Nc1ccc(N2CCOCC2)cc1)CC(=O)Nc1cccc(C#N)c1` gave HCV inh -0.3%, HCMV inh -25.0, AmpC inh detg inconclusive, AmpC inh no detg -7.0%, Giardia FBPA inh -2.5% and Sm TGR inh -8.0%.
COc1ccc(-n2c(=S)[nH]c3cc(C(=O)NCc4ccco4)ccc3c2=O)c(OC)c1 was read as HCV inh -21.7%, HCMV inh 13.3, AmpC inh detg -2.1%, AmpC inh no detg -36.7%, Giardia FBPA inh inconclusive and Sm TGR inh -4.9%.
Screening O=C(NCc1ccco1)c1cccc2c1C(=O)c1ccc(/C=C/c3ccccc3)cc1S2(=O)=O returned HCV inh inconclusive, HCMV inh 4.8 and AmpC inh no detg -8.1%.
For COC(=O)COc1ccc(/C=C2\SC(=O)N(CC(=O)Nc3ccccc3F)C2=O)cc1 the results were HCV inh 2.9%, HCMV inh inconclusive, AmpC inh detg -9.6%, AmpC inh no detg -8.6%, Giardia FBPA inh 2.0% and Sm TGR inh -2.9%.
Screening CCCc1cc(C(=O)N2CCCC(C(=O)c3cccc4ccccc34)C2)n(C)n1 (centres undefined) returned HCV inh inconclusive, HCMV inh 0.0, AmpC inh detg -3.3%, AmpC inh no detg 178.7%[activator], Giardia FBPA inh -8.7% and Sm TGR inh -13.4%.
CC(C)CNC(=O)c1c2c(nc3ccccc13)-c1ccccc1CC2 was read as HCV inh -17.0%, HCMV inh -8.4, AmpC inh detg -15.0%, AmpC inh no detg -11.1%, Giardia FBPA inh 2.0% and Sm TGR inh 9.0%.
Cc1ccc(C(=O)Nc2nc3ccc(S(C)(=O)=O)cc3s2)cc1C was read as HCV inh inconclusive, HCMV inh 26.8, AmpC inh detg -6.2%, AmpC inh no detg -9.5%, Giardia FBPA inh 6.0% and Sm TGR inh 1.5%.
Cc1ccc(S(=O)(=O)N2CCCCC2)cc1NC(=O)COc1ccccc1 was read as HCV inh inconclusive, HCMV inh 18.4 and AmpC inh no detg -24.9%.
O=C(NCc1cccnc1)c1cccc(S(=O)(=O)NCc2ccccc2)c1 was read as HCV inh 25.9%, HCMV inh 8.4, AmpC inh detg inconclusive, AmpC inh no detg -17.1% and Sm TGR inh -5.6%.
Screening CCCOc1ccc(OC(=O)c2c(-c3ccccc3Cl)noc2C)cc1 returned HCMV inh 9.0, AmpC inh detg -0.9% and Sm TGR inh -3.1%.
For CCOC(=O)c1ccc(S(=O)(=O)N2CCN(C/C=C/c3ccccc3)CC2)cc1 the results were HCV inh inconclusive, HCMV inh -4.8 and AmpC inh no detg -6.6%.
Screening CS(=O)(=O)c1ccc2nc(NC(=O)C3CC(=O)N(c4ccc(F)cc4)C3)sc2c1 (centres undefined) returned HCV inh 2.1%, HCMV inh -23.6, AmpC inh detg 2.4%, AmpC inh no detg -13.6%, Giardia FBPA inh 8.3% and Sm TGR inh 12.2%.
CCn1c(COc2ccccc2)nnc1SCC(=O)NC1CC1 was read as HCV inh 11.0%, HCMV inh 27.2, AmpC inh detg inconclusive, AmpC inh no detg -2.9% and Sm TGR inh -12.4%.
For CCOc1ccc(Cl)cc1C1=CC(=O)C[C@H](c2ccc(OC)cc2)C1 the results were HCV inh 8.91µM*, HCMV inh -38.7, AmpC inh detg 4.7%, AmpC inh no detg -10.2% and Sm TGR inh -3.0%.
COc1ccc(C(C(=O)NC2CCCC2)N(C(=O)c2ccco2)c2ccc(OC)c(OC)c2)cc1 (centres undefined) was read as HCV inh -1.6%, HCMV inh 35.8, AmpC inh detg inconclusive, AmpC inh no detg 45.9%, Giardia FBPA inh 6.3% and Sm TGR inh -1.5%.
CCS(=O)(=O)c1nc(S(=O)(=O)c2ccc(C)cc2)c(NCC(C)C)s1 was read as HCMV inh inconclusive, AmpC inh detg 17.4% and Sm TGR inh -11.1%.

4 entries drawn at random from those above:
COc1ccc(C(C(=O)NC2CCCC2)N(C(=O)c2ccco2)c2ccc(OC)c(OC)c2)cc1 (centres undefined) was read as HCV inh -1.6%, HCMV inh 35.8, AmpC inh detg inconclusive, AmpC inh no detg 45.9%, Giardia FBPA inh 6.3% and Sm TGR inh -1.5%.
CCS(=O)(=O)c1nc(S(=O)(=O)c2ccc(C)cc2)c(NCC(C)C)s1 was read as HCMV inh inconclusive, AmpC inh detg 17.4% and Sm TGR inh -11.1%.
Screening CCCc1cc(C(=O)N2CCCC(C(=O)c3cccc4ccccc34)C2)n(C)n1 (centres undefined) returned HCV inh inconclusive, HCMV inh 0.0, AmpC inh detg -3.3%, AmpC inh no detg 178.7%[activator], Giardia FBPA inh -8.7% and Sm TGR inh -13.4%.
For COC(=O)COc1ccc(/C=C2\SC(=O)N(CC(=O)Nc3ccccc3F)C2=O)cc1 the results were HCV inh 2.9%, HCMV inh inconclusive, AmpC inh detg -9.6%, AmpC inh no detg -8.6%, Giardia FBPA inh 2.0% and Sm TGR inh -2.9%.
